# PAFAH2 FP inh: PAFAH2 enzyme inhibitors, primary screen, biochemical, fluorescence polarization, human. recombinant PAFAH2, FP-rhodamine activity probe. AID 492956, 2010. 340,000 tested, 0.99% active. inhibition, % at 3.39 µM;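 active = inhibition above the mean over all tested compounds plus 3 SD, cut at about 30% in these data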;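 also: inhibitors block probe labeling of enzyme so polarization drops; 0% = enzyme with DMSO and 100% = wells lacking PAFAH2 protein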
# GSTO1 inh: inhibitors of recombinant GSTO1, primary screen, counter-screen for RBBP9 inhibitor project, biochemical, fluorescence polarization | 300,000 tested, 1.1% active | Glutathione S-transferase omega-1 (Homo sapiens), P78417 | AID 1974, 2009 | activity-based probe fluorescence polarization | inhibition, % at 5.96 µM;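 active = inhibition above the campaign mean inhibition plus 3 SD, cut at about 35% in these data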;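 also: 0% = GSTO1-1 with DMSO and 100% = wells lacking GSTO1-1 enzyme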
# Target sequence (P78417 whole entry, looked up): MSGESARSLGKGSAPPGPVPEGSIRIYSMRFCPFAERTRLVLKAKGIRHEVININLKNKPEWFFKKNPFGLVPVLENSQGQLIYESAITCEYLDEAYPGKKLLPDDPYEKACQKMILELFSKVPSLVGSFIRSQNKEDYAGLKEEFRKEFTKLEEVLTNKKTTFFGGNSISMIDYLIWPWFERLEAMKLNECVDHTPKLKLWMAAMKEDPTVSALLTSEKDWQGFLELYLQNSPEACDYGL
# EBNA-1 inhibitor: EBNA-1 DNA-binding inhibitors, primary screen, biochemical, fluorescence polarization; inhibition, % at 14.8 µM; 300,000 tested, 0.34% active; in the data active = inhibition above about 28%
# PREPL inhibitor: PREPL enzyme inhibitors, primary screen, biochemical, fluorescence polarization. recombinant PREPL, fluorescence polarization activity-based probe. inhibition, % at 5.96 µM. 320,000 tested, 0.68% active; in the data active = inhibition above about 43%;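 also: 0% = enzyme with DMSO and 100% = wells lacking enzyme; many of its hits are not listed in these tables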
# ZTA counter: ZTA (EBV) inhibition in EBNA-1 counter-screen; P03206; ZTA-DNA binding, fluorescence polarization; inhibition, % at 11 µM; 320,000 tested, 0.15% active; AID 2234; in the data active = inhibition above about 33%
# LYPLA1 inh: LYPLA1 inhibitors, primary screen, counter-screen for PME1 inhibitor project, biochemical, fluorescence polarization, FP-Rh probe ABPP; Acyl-protein thioesterase 1 (Homo sapiens), O75608; recombinant LYPLA1; inhibition, % at 5.9 µM; 320,000 tested, 0.16% active;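 active = inhibition above the mean of all tested compounds plus 3 SD, set per campaign, cut at about 14% in these data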;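 also: inhibitors block serine hydrolase probe labeling of LYPLA1 so polarization falls; 0% = enzyme with DMSO and 100% = wells lacking LYPLA1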
# PAD4 FP inh: human PAD4 inhibitors, primary screen, biochemical, fluorescence polarization, 1536-well format | recombinant PAD4, RCA probe fluorescence polarization | Protein-arginine deiminase type-4 (Homo sapiens), Q9UM07 | 330,000 tested, 0.41% active | inhibition, % at 6.36 µM;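 active = percent inhibition above a cutoff equal to the mean of all tested compounds plus 3 SD, cut at about 15% in these data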;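 also: 0% = PAD4 with RCA probe and DMSO and 100% = probe without PAD4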
# Target sequence (Q9UM07 whole entry, looked up): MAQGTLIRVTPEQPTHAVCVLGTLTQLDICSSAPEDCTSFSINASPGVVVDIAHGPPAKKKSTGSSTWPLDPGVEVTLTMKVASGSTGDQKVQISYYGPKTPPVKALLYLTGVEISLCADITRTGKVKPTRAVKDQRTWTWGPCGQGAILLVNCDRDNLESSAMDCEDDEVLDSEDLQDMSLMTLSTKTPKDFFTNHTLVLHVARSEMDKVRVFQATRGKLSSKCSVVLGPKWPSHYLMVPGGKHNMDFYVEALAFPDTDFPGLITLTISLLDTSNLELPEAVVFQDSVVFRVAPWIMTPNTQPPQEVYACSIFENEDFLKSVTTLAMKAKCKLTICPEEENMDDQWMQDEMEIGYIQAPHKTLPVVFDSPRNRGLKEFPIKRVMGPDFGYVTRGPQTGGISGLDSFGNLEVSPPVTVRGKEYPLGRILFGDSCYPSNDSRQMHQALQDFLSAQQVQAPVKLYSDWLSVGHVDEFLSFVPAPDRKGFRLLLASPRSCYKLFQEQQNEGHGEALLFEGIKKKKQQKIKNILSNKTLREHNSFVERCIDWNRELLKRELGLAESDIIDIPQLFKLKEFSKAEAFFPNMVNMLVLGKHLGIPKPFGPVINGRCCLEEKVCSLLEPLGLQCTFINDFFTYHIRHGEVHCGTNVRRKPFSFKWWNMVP
# PAFAH1B3 inh: PAFAH1B3 enzyme inhibitors, primary screen, biochemical, fluorescence polarization, human. recombinant PAFAH1B3, FP-rhodamine probe. inhibition, % at 3.39 µM. 340,000 tested, 0.28% active;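 active = inhibition above the screen-wide average of all tested compounds plus 3 SD, cut at about 25% in these data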;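 also: 0% = enzyme with DMSO only and 100% = wells lacking PAFAH1B3 protein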
# LYPLA2 counter: LYPLA2 inhibitors, primary screen, counter-screen for PME1 inhibitor project, biochemical, fluorescence polarization, FP-Rh probe ABPP; Acyl-protein thioesterase 2 (Homo sapiens), O95372; recombinant LYPLA2; inhibition, % at 5.9 µM; 320,000 tested, 0.38% active; AID 2177, 2009;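 active = inhibition above the screen-wide mean plus 3 SD, limit set per campaign, cut at about 26% in these data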;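 also: 0% = LYPLA2 with DMSO and 100% = wells lacking LYPLA2 enzyme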
# The depositor's hits bear a star; x = not tested or not shown.
SMILES,PAFAH2 FP inh,GSTO1 inh,EBNA-1 inhibitor,PREPL inhibitor,ZTA counter,LYPLA1 inh,PAD4 FP inh,PAFAH1B3 inh,LYPLA2 counter
FC(F)(F)c1ccnc(Oc2ccc(C3=NCCS3)cc2)c1,6,-6,2,6,-6,0,3,4,-1
COC(=O)C1=C(C)NC(C)=C(C(=O)OC)C1C(=O)OCC(=O)c1ccc(F)cc1,1,0,9,-10,-10,1,-2,1,4
O=C(CCNS(=O)(=O)c1ccc(Br)cc1)NNC(=O)C1COc2ccccc2O1 (configuration not stated),7,x,x,7,x,x,3,6,x
COC(=O)c1ccc(N2CCN(C)CC2)c(NC(=O)c2cccnc2)c1,-2,3,-8,-4,-2,3,-1,6,2
COc1ccc(C2=NS(=O)(=O)N(C)C(C(=O)Nc3ccc(F)cc3F)=C2)cc1,2,-3,-3,-9,14,-2,1,-1,-3
O=C(NNc1cccc(Cl)n1)Nc1cccc(C(F)(F)F)c1,-8,-2,-9,1,-11,0,-5,3,3
CCCOc1c(Br)cc(C(=O)OCC(=O)NC(=O)c2cccn2C)cc1OC,6,x,x,-1,9,2,2,0,1
COc1ccc(/C=N/NC(=O)c2ccncc2)cc1CSc1nc2ccccc2s1,-76,-69,4,-40,8,-69,-6,-57,-105
COc1ccc(C(CNC(=O)c2cccc(S(=O)(=O)N3CCOCC3)c2)N2CCCC2)cc1 (configuration not stated),-1,x,x,13,-9,-1,-1,-3,2
O=C(CSc1nc2ccccc2[nH]1)N1CCN(S(=O)(=O)c2ccc(Cl)cc2)CC1,7,-1,8,9,11,-5,-5,11,-5

# Ordered by molar mass (rising): 3 of the compounds above
SMILES,PAFAH2 FP inh,GSTO1 inh,EBNA-1 inhibitor,PREPL inhibitor,ZTA counter,LYPLA1 inh,PAD4 FP inh,PAFAH1B3 inh,LYPLA2 counter
COC(=O)c1ccc(N2CCN(C)CC2)c(NC(=O)c2cccnc2)c1,-2,3,-8,-4,-2,3,-1,6,2
COc1ccc(C2=NS(=O)(=O)N(C)C(C(=O)Nc3ccc(F)cc3F)=C2)cc1,2,-3,-3,-9,14,-2,1,-1,-3
COc1ccc(/C=N/NC(=O)c2ccncc2)cc1CSc1nc2ccccc2s1,-76,-69,4,-40,8,-69,-6,-57,-105

# Next section.
SMILES,PAFAH2 FP inh,GSTO1 inh,EBNA-1 inhibitor,PREPL inhibitor,ZTA counter,LYPLA1 inh,PAD4 FP inh,PAFAH1B3 inh,LYPLA2 counter
Cn1c(=O)c2c(nc(Br)n2C)n(C)c1=O,2,-1,-14,-2,-1,0,-4,-2,3
COc1ccc(CC(=O)Nc2cc(NC(=O)Cc3ccc(OC)c(OC)c3)cc(C(=O)O)c2)cc1OC,-9,5,10,-3,9,-1,-1,11,-6
COc1cc(C(=S)N2CCCCC2)ccc1OCC(=O)N1CCCC1,-3,9,0,17,-19,-2,2,9,8
Fc1cc(F)cc(NC(=S)NN2CCOCC2)c1,4,1,0,1,2,0,-8,-3,-3
O=C(Nc1ccccc1)C1CCCN1S(=O)(=O)c1ccc(Br)cc1 (configuration not stated),2,3,-2,1,0,1,2,5,4
c1ccc(N2CCN(Cc3ccsc3)CC2)nc1,-9,0,-14,2,-12,-1,0,-1,8
Cc1ccc(-n2ncc3c2CC(C)(C)CC3NC(=O)CCN2CCCO2)cc1 (configuration not stated),8,3,-10,9,0,3,0,7,1
Cc1ccc(C)c2nc3sc(C(=O)N4CCCc5ccccc54)c(N)c3cc12,3,2,10,16,21,3,5,6,7
COc1ccc(N2CCN(C(=O)Cc3ccc(OC)c(OC)c3)CC2)cc1,-5,5,-4,1,0,2,-2,-1,-3
O=C1c2ccccc2-c2onc3ccc(NCc4ccco4)c1c23,121*,100*,18,82*,83*,98*,89*,104*,118*
COc1ccc(CCNC(=O)C2CCN(S(=O)(=O)c3cccs3)CC2)cc1OC,6,1,-10,9,-2,-2,0,8,4
S=c1[nH]cc(-c2ccccc2)[nH]1,-5,0,6,8,2,-2,-1,6,0
Cc1ccc(-c2cc(C(=O)NCCCN3CCOCC3)c3ccccc3n2)cc1C,7,-3,2,3,-3,1,0,4,2
N#C/C(=C\c1ccccc1)C(=O)NC(=O)Oc1ccccc1,1,4,-4,9,-5,-2,0,4,0
O=C(/C=C/c1ccc([N+](=O)[O-])cc1)NCCSc1ccccc1,2,-11,1,11,4,-1,0,3,-10
O=C(CCCCCNc1nc(=S)[nH]c2ccccc12)NCCc1c[nH]c2ccccc12,6,3,15,0,16,1,-5,-1,8
COc1cccc(N2C(=NC(=O)CCc3ccccc3)SC3CS(=O)(=O)CC32)c1 (configuration not stated),-1,0,-2,9,-3,2,-1,9,7
O=S(=O)(Nc1nccs1)c1ccc2c(c1)OCCO2,7,7,8,1,-3,0,-1,5,5
O=C(/C(=C(\O)c1ccccc1)c1ncc[nH]1)c1ccccc1,0,3,4,3,14,6,1,3,9
COc1cccc(NC(=O)COC(=O)CCCc2c[nH]c3ccccc23)c1,-3,-3,4,2,-15,-3,-3,2,-4
O=C(CSc1nnnn1-c1ccccc1)NCCCN1CCCC1=O,1,x,x,34,x,x,-1,4,x
Cc1ccc(CNC(=O)C2CC(c3ccccc3[N+](=O)[O-])=NO2)o1 (configuration not stated),-2,4,-22,11,10,2,-2,-2,-4
Fc1ccc(-c2nnn(Cc3ccc(F)cc3Cl)n2)cc1,1,4,4,-9,-6,-2,0,4,10
CCOc1cc(C2c3c(oc4cc(C)c(Cl)cc4c3=O)C(=O)N2Cc2ccco2)ccc1O (configuration not stated),2,-2,-18,8,-14,2,-8,11,-2
Cc1ccc(NC(=O)CCCc2nc3ccccc3c(=O)[nH]2)c(Cl)c1,2,x,x,1,12,3,2,10,3
CCOC(=O)c1ccc(N2C(=O)c3n[nH]c(C)c3C2c2ccccn2)cc1 (configuration not stated),3,-1,5,-3,1,5,1,10,2
Cc1cccc(NC(=O)CSc2nnc(Cc3ccccc3)o2)c1,4,4,-24,-13,-14,0,3,5,-6
Cc1nc2sc(-c3ccccc3)cc2c(=O)n1-n1cccc1,2,10,-15,-14,-7,-2,-4,4,-6
Cc1ccc(NC(=O)c2ccc(Cn3cc(Cl)cn3)o2)c(C)c1,10,2,-2,1,-5,-3,0,3,-6
CC1CC(C)CN(CCCNC(=O)C2CCN(S(=O)(=O)N3CCCCC3)CC2)C1 (configuration not stated),6,8,-8,15,-31,-3,4,12,0
COc1ccc(NC(=O)CN(C)C(=O)c2ccc3[nH]c4c(c3c2)CC(C)CC4)cc1 (configuration not stated),13,5,-1,14,10,1,2,-3,3
Cc1cc(C)cc(N(CCC#N)C(=O)COC(=O)CCc2c[nH]c3ccccc23)c1,0,x,x,46*,6,2,-1,8,5
CCc1ccc2oc(=O)cc(CN3CCN(Cc4ccccc4)CC3)c2c1,1,8,-3,2,-15,0,1,7,6
Nc1nonc1-n1nnc(C(=O)N/N=C/c2cccnc2)c1CSc1ccccc1,1,4,-17,3,8,-4,5,8,-5
c1ccc(NC2=NCCN2CC2CCCCC2)cc1,8,-1,-11,-8,0,-1,4,-5,-6
CCc1ccc(-c2c(C)sc(NC(=O)C3CCC3)c2C#N)cc1,-5,-3,2,0,-6,1,2,0,6
Cc1c(N/C(=N/S(=O)(=O)c2ccc(F)cc2)c2ccccc2)c(=O)n(-c2ccccc2)n1C,10,11,-3,8,8,1,-2,2,6
COc1cc(CNc2nc3ccccc3s2)cc(OC)c1OC,-1,0,-3,19,6,-1,2,6,2
O=C(c1cc(-c2ccncc2)nc2ccccc12)N1CCN(c2ccc(N3CCOCC3)nn2)CC1,-16,0,-4,12,-1,-1,-3,-4,3
Nc1nc(SCC(=O)NC2CCCCC2)n[nH]1,1,0,8,11,13,1,-2,7,-2
CN(CC(=O)Nc1cccc(F)c1)C(=O)c1ccc2c(c1)S(=O)(=O)N=C1CCCCCN12,-1,9,-4,11,-7,5,4,-1,6
CC(OC(=O)CCCN=C1NS(=O)(=O)c2ccccc21)C(=O)c1ccccc1 (configuration not stated),12,-5,-3,1,-14,-4,3,9,1
O=C(NCc1csc(-c2cccs2)n1)C1CCCCC1,-6,-1,8,-1,4,1,3,7,3
CCN(CC)S(=O)(=O)c1ccc(C(=O)Nc2cc(C)cc(C)c2)cc1,-3,-11,-3,14,1,-2,2,-7,-8
C=CCOC(=O)C1=C[C@@H](c2ccc(Br)cc2)[C@H](CCCO)[C@@H](OCC)O1,-5,1,-21,9,3,2,-5,12,0
OC1(c2ccccc2)Cc2cccc[n+]2C1c1ccccc1 (configuration not stated),5,-5,-1,16,-3,0,-2,1,-3
CCOC(=O)N1CCN(S(=O)(=O)c2ccc3c(c2)SCC(=O)N3)CC1,1,1,4,-12,7,1,-5,10,-9
O=C(CSc1nnc(CCc2ccccc2)n1-c1ccc(Cl)cc1)c1ccccc1,1,0,1,12,-6,2,-3,5,3
Cc1ccc(-c2csc(NC(=O)CN3C(=O)CCC3=O)n2)cc1,2,10,9,-3,6,3,-4,7,0
Cc1c(N(C)C(=O)c2ccc3c(c2)OCO3)c(=O)n(-c2ccccc2)n1C,0,-7,4,-5,3,-2,1,11,-4

# Next section:
SMILES,PAFAH2 FP inh,GSTO1 inh,EBNA-1 inhibitor,PREPL inhibitor,ZTA counter,LYPLA1 inh,PAD4 FP inh,PAFAH1B3 inh,LYPLA2 counter
COc1ccc(/C=C(\C#N)C(=O)NC2CCS(=O)(=O)C2)cc1OC (configuration not stated),1,1,1,13,-6,2,0,-1,5
CC(C)(C)c1cc(P(=O)(c2ccccc2)c2ccccc2)ccc1O,8,0,-6,-29,-6,2,0,4,1
CCn1c(CN2CCOCC2)nnc1SCC(=O)Nc1ccc(C(C)=O)cc1,7,0,7,20,-3,1,0,5,5
CCOC(=O)c1ccc(P(=O)(c2ccccc2)c2ccccc2)cc1,1,2,2,1,-1,-3,-2,10,3
Cc1ccc(F)cc1NC(=O)CCc1c(C)[nH]c(=O)c(C#N)c1C,-7,0,3,-6,3,-2,-2,6,-6
COc1ccc(OC)c(/C=C(\NC(=O)c2ccccc2)C(=O)N/N=C/c2ccc(C)s2)c1,-2,1,3,12,1,-3,0,7,-4
Cc1cccc(S(=O)(=O)NCCC(=O)OCC(=O)Nc2ccc(C#N)cc2)c1,1,5,-3,12,-17,1,3,1,12
O=C(Nc1ccccc1C(=O)N1CCCCC1)c1cc(F)c(F)cc1Cl,-3,-7,-2,15,-9,-3,-4,-2,-7
CC(C)Oc1ccc(C(CC(=O)O)NC(=O)CSc2ncn[nH]2)cc1 (configuration not stated),4,12,1,9,-27,1,-3,4,5
COc1ccc(NC(=O)N2CCCCCC2)cc1OC,3,5,-9,4,-11,-2,-3,5,1
COCCN1CCN(c2c(C)c(C)nc3cc(-c4cccc(OC)c4)nn23)CC1,1,2,-4,-19,12,1,-2,-10,2
c1ccc(CCn2nnnc2C(c2cccnc2)N2CCOCC2)cc1 (configuration not stated),9,2,1,-3,2,-1,3,7,-1
CN1CCN(C(=O)CCc2ncc(C(F)(F)F)cc2Cl)CC1,5,7,3,2,13,-2,1,4,-12
O=C(CCC1CCCCC1)NCCN1C2=NC[C@H](Cc3ccccc3)N2C[C@H]1Cc1ccc(O)cc1,9,-4,-2,-18,1,-6,-6,7,-9
O=C1CCN(Cc2ccccc2)CCN1[C@H](COc1ccccc1)Cc1ccccc1,4,5,5,-22,1,1,-4,2,-1
O=C(COc1ccc(Cl)cc1)Nc1c(-c2cccs2)nc2ccccn12,-2,2,12,8,3,-2,-7,-1,-5

# Source: PubChem BioAssay (The Scripps Research Institute Molecular Screening Center)

# Not all compounds are listed. The share of hits here may be higher or lower than overall.
